SENP7 block – SENP7 protease inhibitors, primary screen, biochemical, luminescence, uHTS; Sentrin-specific protease 7 (Homo sapiens), Q9BQF6; recombinant SENP7, Z-RLRGG-aminoluciferin luminescence, 40 min; inhibition, % at 5 µM; 330,000 compounds, 1.5% hits;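 active = inhibition above about 50% at the single test dose, limit read from the data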;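 also: plate controls were DMSO with enzyme for no effect and no enzyme buffer wells for full effect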
Target sequence (Q9BQF6 706-1050 limits assumed): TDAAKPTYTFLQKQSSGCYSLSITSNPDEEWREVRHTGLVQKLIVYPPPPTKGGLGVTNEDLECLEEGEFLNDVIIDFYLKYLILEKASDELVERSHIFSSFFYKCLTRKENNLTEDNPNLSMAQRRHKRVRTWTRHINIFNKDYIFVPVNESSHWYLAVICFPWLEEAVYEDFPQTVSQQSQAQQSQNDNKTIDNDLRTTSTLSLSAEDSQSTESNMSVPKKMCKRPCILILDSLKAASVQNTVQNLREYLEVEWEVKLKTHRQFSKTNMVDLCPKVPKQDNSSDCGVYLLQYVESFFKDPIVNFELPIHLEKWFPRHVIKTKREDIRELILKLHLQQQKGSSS
HKDC1 inh – HKDC1 hexokinase inhibitors, primary screen, biochemical, fluorescence, uHTS; Q2TB90; recombinant HKDC1, G6PDH/diaphorase resazurin coupled fluorescence; inhibition, % at 20 µM; 340,000 compounds, 0.16% hits; AID 493160, 2011;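 active = inhibition above about 35% when tested at 20 µM, limit read from the data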;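 also: plate controls were DMSO wells with enzyme for no effect and DMSO wells lacking enzyme for full effect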
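Test system: HK5 enzyme. Quantity: 5 µg/mL HK5 final. Reagent: glucose and ATP substrates. Schedule: 90 min reaction incubation at room temperature, dark. Technique: resazurin-to-resorufin fluorescence via G6PDH and diaphorase coupling, 525/613 nm. Control set: DMSO wells with and without enzyme mix.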
SENP8 block – human SENP8 protease inhibitors, primary screen, biochemical, fluorescence, Nedd8 protein substrate, uHTS | recombinant SENP8 | 360,000 compounds, 0.64% hits | Sentrin-specific protease 8 (Homo sapiens), Q96LD8 | AID 602440, 2012 | inhibition, % at 20 µM; in the data active = inhibition mostly above about 40%, no sharp cut-off; inactive = mostly below about 27%
Target sequence (Q96LD8 whole entry, looked up): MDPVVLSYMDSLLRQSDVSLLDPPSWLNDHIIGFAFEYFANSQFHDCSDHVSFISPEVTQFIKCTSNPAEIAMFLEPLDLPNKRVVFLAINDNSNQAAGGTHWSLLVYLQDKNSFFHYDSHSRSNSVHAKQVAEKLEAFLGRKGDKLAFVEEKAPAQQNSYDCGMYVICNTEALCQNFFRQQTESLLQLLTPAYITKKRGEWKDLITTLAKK
GRIN3A LBD mod – binders of NR3A ligand-binding domain, primary screen, biophysical, differential scanning fluorimetry, uHTS | 340,000 compounds, 2.5% hits | Tm shift relative to glycine control, % at 25 µM | NR3A LBD differential scanning fluorimetry, Tm shift; 0% = protein alone, 100% = glycine-bound protein | Glutamate receptor ionotropic, NMDA 3A (GRIN3A) ligand-binding domain;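 active = melting temperature shift of at least 10% of the positive control shift, at one fixed dose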
ATG4B inhibitor – ATG4B protease inhibitors, primary screen, biochemical, fluorescence, uHTS | inhibition, % at 8.33 µM | 340,000 compounds, 0.51% hits | Cysteine protease ATG4B (Homo sapiens), Q9Y4P1 | AID 504462, 2011 | ATG4B cleavage of LC3-PLA2, NBD-HPC fluorescence, 1 h; in the data active = inhibition above about 40%
Target sequence (Q9Y4P1 whole entry, looked up): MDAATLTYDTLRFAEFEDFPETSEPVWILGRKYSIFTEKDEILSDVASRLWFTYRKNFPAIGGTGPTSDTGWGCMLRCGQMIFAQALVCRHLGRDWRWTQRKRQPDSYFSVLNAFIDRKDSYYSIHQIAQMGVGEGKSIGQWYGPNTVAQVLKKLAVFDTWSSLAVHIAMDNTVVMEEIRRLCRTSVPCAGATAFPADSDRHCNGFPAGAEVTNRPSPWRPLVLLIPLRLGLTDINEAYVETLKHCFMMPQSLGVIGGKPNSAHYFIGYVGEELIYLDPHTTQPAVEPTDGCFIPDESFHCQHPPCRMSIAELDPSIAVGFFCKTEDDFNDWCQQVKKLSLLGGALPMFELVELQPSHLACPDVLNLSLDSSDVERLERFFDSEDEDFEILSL
SENP6 block – SENP6 protease inhibitors, primary screen, biochemical, luminescence, uHTS; 330,000 compounds, 1.8% hits; Recombinant SENP6 catalytic domain, aminoluciferin luminescence; Sentrin-specific protease 6 (Homo sapiens), Q9GZR1; inhibition, % at 10 µM;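 active = inhibition above about 50% at the single tested dose, limit read from the data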;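 also: plate controls were DMSO wells with enzyme for no effect and DMSO wells lacking enzyme for full effect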
PfGluPho inh – PfG6PD enzyme inhibitors, primary screen, biochemical, fluorescence intensity, uHTS; inhibition, % at 20 µM; PfGluPho enzyme, NADPH resazurin-diaphorase fluorescence; glucose-6-phosphate dehydrogenase-6-phosphogluconolactonase (Plasmodium falciparum 3D7); AID 504690, 2011; 350,000 compounds, 0.78% hits;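 active = inhibition reaching at least a set limit at 20 µM in the primary screen, cut at about 59% in these data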;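 also: 0% = DMSO wells with substrate and 100% = DMSO wells lacking glucose-6-phosphate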
MPTP inh – mitochondrial permeability transition pore inhibitors, primary screen, biochemical, isolated mouse mitochondria, absorbance; Ca2+ swelling absorbance, 30 min; 360,000 compounds, 1.4% hits; AID 602449, 2012; inhibition, % at 10 µM;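 active = inhibition of 50% or more, scaled per plate between neutral and stimulator controls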;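 also: 0% = DMSO wells given calcium and 100% = 1 mM EGTA wells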
* = called active by the depositor; / = not tested or not shown.

Molecule,SENP7 block,HKDC1 inh,SENP8 block,GRIN3A LBD mod,ATG4B inhibitor,SENP6 block,PfGluPho inh,MPTP inh
COC(=O)C1C2CC3c4[nH]c5cc(OC)ccc5c4CCN3CC2CC(OC(=O)CC(C)=O)C1OC (stereo not drawn),/,8,-235,-1,-1,/,7,-0.7
CCOC(=O)c1c(C)[nH]c(C)c1S(=O)(=O)N(C)CC(=O)Nc1ccccc1OC,18,-7,20,1,4,-14,-1,-0.5
CCc1ccc(-c2cnc3ccccc3n2)cc1NC(=O)CNC(=O)c1ccccc1,-12,3,-42,-1,-3,20,-4,-0.5
CC1CN(Cc2ccccc2)c2nc3c(c(=O)[nH]c(=O)n3C)n2C1 (stereo not drawn),15,1,23,29*,-1,-3,6,0.5
Cc1cccc(NC(=S)N/N=C2/CCCCc3ccccc32)c1,4,-24,4,-3,6,1,9,2.8
CCCCC(NC(=O)Cc1c(C)c2cc3c4c(oc3c(C)c2oc1=O)CCCC4)C(=O)O (stereo not drawn),-5,0,-273,-4,23,-11,-36,1.4
Cc1nn(Cc2cccc(C(=O)NCC(C)C)c2)c(C)c1Br,-3,9,2,-1,-3,-12,-6,-1.0
Cc1ccc(N2C(=O)C(Cl)=C(N3CCCCCC3)C2=O)cc1,-3,0,19,-1,2,-5,-7,-0.3
CCN(CC)CCCN(C(=O)c1ccc(OC)cc1)c1nc(-c2ccc(OC)cc2)cs1,-19,5,34,-1,-7,2,4,1.9
Cc1ccc(Nc2ccc3nonc3c2[N+](=O)[O-])cc1,-3,-7,20,-1,8,2,-10,0.6
COc1ccc(NCc2nnc(SCC(=O)N3CCCc4ccccc43)o2)cc1,8,16,34,-1,-8,11,24,-0.6
CC(=O)c1c(C)[nH]c(C(=O)Nc2ccccn2)c1C,0,-4,-11,1,3,-3,-7,-0.6
CC1CCCC(C)N1C(=O)CSc1nnc(-c2ccco2)n1C (stereo not drawn),-2,1,17,0,-3,4,-3,-0.2
COC(=O)c1ccc(S(=O)(=O)N2Cc3ccccc3C2)cc1,-4,-7,16,1,-12,2,-1,-0.8
Cc1cc(C)c(C)c(S(=O)(=O)N2CCN(C(=S)NCC3CCCO3)CC2)c1C (stereo not drawn),-5,-2,2,0,-3,-8,19,-1.4
Oc1ccccc1-c1csc(-c2ccccc2)n1,83*,0,8,-13,7,76*,12,1.7
COc1ccc(C(=O)/C=C/Nc2ccc(S(=O)(=O)Nc3onc(C)c3C)cc2)cc1,-4,-9,-59,-8,-11,2,-20,2.0
O=C(CSc1nc2sc3c(c2c(=O)n1-c1ccccc1)CCCC3)N/N=C/c1ccccc1C(=O)O,0,13,-6,-2,2,-23,-24,-1.0
CN1CCC(=NNC(=O)c2cn(-c3ccccc3)nc2-c2ccccc2)CC1,1,-7,12,-3,-4,7,-4,-0.8
CC1(c2ccccc2Br)NC(=O)N(CC(=O)N2CCc3ccccc3C2)C1=O (stereo not drawn),4,-4,14,-1,4,2,11,-0.5
CCOCCCNCc1cc(Br)ccc1OCC,-10,-1,15,-1,-13,-16,-13,-2.5
Cc1ccc(/C=C2\SC(=S)N(CCC(=O)NNC(=O)c3ccccc3O)C2=O)cc1,-1,-7,26,16*,0,-12,-27,3.9
CS(=O)(=O)N(CC(=O)N1CCN(Cc2ccc3c(c2)OCO3)CC1)Cc1ccc(Cl)cc1,-8,-3,5,0,-7,-9,3,-0.7
C=CCn1c(SCc2ccc(C(=O)O)cc2)nc2sc(C)c(C)c2c1=O,11,4,6,-5,7,-13,-38,2.2
O=C(O)C1C2C=CC(O2)C1C(=O)NCc1ccc(Cl)cc1 (stereo not drawn),5,5,12,1,-4,2,-9,-2.6
COc1ccc(-c2[nH]c(-c3ccccc3)nc2SCC(=O)Nc2nccs2)cc1,-3,-4,-116,-5,-9,2,32,1.5
CCc1ccc(OC2=NS(=O)(=O)c3ccccc32)cc1,/,-4,4,1,-2,/,-16,-1.2
O=C(Nc1ncc([N+](=O)[O-])s1)c1ccco1,92*,-2,16,-31,-2,92*,11,-0.4
COc1ccccc1N1CCN(C(=O)C(C)CS(=O)(=O)c2ccc3c(c2)NC(=O)CS3)CC1 (stereo not drawn),-90,-3,6,-1,3,-17,-10,-2.1
Cn1cccc1/C=C(\C#N)C(N)=S,6,0,20,-1,0,4,0,-1.1
Cc1cc2nc(=O)c(/C=C3\C=Nc4ccccc43)c(N)n2o1,1,-5,-29,1,1,-11,2,2.4
COc1cc(OC)cc(C(=O)NC(C(=O)OCn2nnc3ccccc3c2=O)C(C)C)c1 (stereo not drawn),-5,-2,5,0,-8,-22,-2,0.2
CCCN1C(=O)c2cccc3c(N4CCCCC4)ccc(c23)C1=O,/,-3,-149,-1,-11,/,6,2.2
O=C(O)c1cc(NC(=S)NC(=O)C(c2ccccc2)c2ccccc2)ccc1Cl,0,1,4,0,3,10,-2,0.1
CCOc1ccc(C(=O)NC2CCN(S(=O)(=O)CC)CC2)cc1,3,-3,22,0,-4,-1,-14,-1.5
CC12CCC(C(=NO)C1=O)C2(C)C (stereo not drawn),/,-2,2,3,6,/,-3,0.5
C[C@H]1CCC[C@@]2(O[C@@H](CCO)C[C@@H](O)[C@@H]2O)O1,5,-2,8,0,-4,-16,1,-0.4
CCc1cc(Cn2nc(-c3ccccc3)cc2C(=O)NCc2cccc(Br)c2)on1,-1,1,13,2,9,-5,11,48
COc1cc2cc(Oc3ccc4ccc(=O)oc4c3)c(=O)oc2cc1O,-3,9,-159,0,4,-3,-11,-1.7
O=C(C(c1ccccc1)c1ccccc1)N1CCN(c2ccccn2)CC1,-2,1,-6,-2,-7,12,-7,1.7
N#Cc1ccccc1OCC(=O)N1CCN(S(=O)(=O)c2ccc(Cl)cc2)CC1,5,-1,11,2,-3,2,8,0.8
Cc1nn(Cc2ccccc2)c(C)c1CNC(=O)CN=C1NS(=O)(=O)c2ccccc21,-6,2,14,0,1,-9,-15,-0.7
Cc1n[nH]c(=O)c2c(NC(=O)COC(=O)Cc3ccc(Cl)cc3Cl)oc(C)c12,4,1,12,1,4,-6,-4,-0.2
CCn1cc(CNCc2cn(-c3ccccc3C)nc2-c2ccc(OC)c(F)c2)cn1,0,-5,2,-2,8,-3,18,0.0
NC(=O)C1CCN(C(=O)/C=C/c2ccco2)CC1,5,-8,17,2,-8,1,1,1.3
CC(C)(C)OC(=O)N1CCC(CNC(=O)Nc2ccccc2)CC1,1,2,22,0,-3,-3,-3,0.7
CC1CCCCC1NC(=O)c1nnc(Cc2ccc(Cl)cc2)o1 (stereo not drawn),-7,7,7,-1,4,8,-5,-2.3
COc1ccc(C2=NN(C(=O)CSc3nnc(-c4ccccc4F)o3)C(c3ccco3)C2)cc1 (stereo not drawn),-13,0,-5,-1,14,-23,10,2.9
O=C(COC(=O)CCSc1ccccc1)NCc1ccccc1Cl,-11,-5,10,2,26,-23,12,0.8
Cc1cc(C)c2[nH]c(=S)cc(C)c2c1,1,3,24,4,9,-5,49,-1.5
CC(=O)NCCn1c(SCc2cc(=O)n3cc(Cl)ccc3n2)nc2ccccc2c1=O,-3,5,-256,-2,-2,10,30,1.9
O=C(O)c1[nH]c2ccccc2c1NS(=O)(=O)Cc1ccccc1,-6,0,-272,-2,3,-1,-30,-0.8
Cn1c(=O)c2sccc2n(Cc2ccccc2)c1=O,-9,-9,13,2,-4,-44,-14,0.7
COc1ccc(/C=C/C(=O)N2CCN(S(=O)(=O)/C=C/c3ccccc3)CC2)cc1OC,-8,-6,-133,-3,-15,-16,2,-0.5
CCN(CC)S(=O)(=O)c1cccc(NC(=O)c2ccc(SC)cc2OC)c1,13,-4,-7,-2,-2,8,23,-0.2
CN(c1ccccc1)S(=O)(=O)c1ccc(NC(=O)c2ccc(-c3ccccc3)cc2)cc1,2,15,12,6,0,11,0,25
COc1cccc(NC(=O)Cn2c3ccccc3c3nc4n(c(=O)c32)CCCS4)c1,-10,0,-180,4,0,1,5,0.0
CC(Oc1ccc(Cl)cc1)C(=O)Nc1nccs1 (stereo not drawn),-2,1,9,1,-7,-17,6,-1.0
O=C(CN1C(=O)c2ccccc2C1=O)Nc1cc(C(=O)O)cc(C(=O)O)c1,11,-2,5,-3,5,-3,-12,0.3
COc1cc(C2C(C#N)=C(N)Oc3n[nH]c(C)c32)ccc1OC(=O)c1ccccc1 (stereo not drawn),2,5,-2,/,-12,2,-10,-0.8
COc1ccc(S(=O)(=O)Nc2cc(OC)c(NC(=O)c3ccco3)cc2OC)cc1,-3,-1,9,-6,-11,2,1,0.3
CC(=O)Oc1ccc2nc(/C=C/c3ccc(C=O)cc3)oc(=O)c2c1,-6,3,-127,3,4,-5,2,-1.6

An excerpt of these results, with values under each structure:
Results follow in this order: SENP7 block, HKDC1 inh, SENP8 block, GRIN3A LBD mod, ATG4B inhibitor, SENP6 block, PfGluPho inh, MPTP inh
- CCN(CC)S(=O)(=O)c1cccc(NC(=O)c2ccc(SC)cc2OC)c1
→ 13, -4, -7, -2, -2, 8, 23, -0.2
- CN(c1ccccc1)S(=O)(=O)c1ccc(NC(=O)c2ccc(-c3ccccc3)cc2)cc1
→ 2, 15, 12, 6, 0, 11, 0, 25

Sorted by SMILES length (low to high): part of the list above.
Molecule,SENP7 block,HKDC1 inh,SENP8 block,GRIN3A LBD mod,ATG4B inhibitor,SENP6 block,PfGluPho inh,MPTP inh
Cc1cc(C)c2[nH]c(=S)cc(C)c2c1,1,3,24,4,9,-5,49,-1.5
CC(Oc1ccc(Cl)cc1)C(=O)Nc1nccs1 (stereo not drawn),-2,1,9,1,-7,-17,6,-1.0
O=C(COC(=O)CCSc1ccccc1)NCc1ccccc1Cl,-11,-5,10,2,26,-23,12,0.8
CCOc1ccc(C(=O)NC2CCN(S(=O)(=O)CC)CC2)cc1,3,-3,22,0,-4,-1,-14,-1.5
O=C(O)c1[nH]c2ccccc2c1NS(=O)(=O)Cc1ccccc1,-6,0,-272,-2,3,-1,-30,-0.8
COc1cc2cc(Oc3ccc4ccc(=O)oc4c3)c(=O)oc2cc1O,-3,9,-159,0,4,-3,-11,-1.7
CC(=O)Oc1ccc2nc(/C=C/c3ccc(C=O)cc3)oc(=O)c2c1,-6,3,-127,3,4,-5,2,-1.6
CCn1cc(CNCc2cn(-c3ccccc3C)nc2-c2ccc(OC)c(F)c2)cn1,0,-5,2,-2,8,-3,18,0.0
C[C@H]1CCC[C@@]2(O[C@@H](CCO)C[C@@H](O)[C@@H]2O)O1,5,-2,8,0,-4,-16,1,-0.4
CC(=O)NCCn1c(SCc2cc(=O)n3cc(Cl)ccc3n2)nc2ccccc2c1=O,-3,5,-256,-2,-2,10,30,1.9
COc1cc(C2C(C#N)=C(N)Oc3n[nH]c(C)c32)ccc1OC(=O)c1ccccc1 (stereo not drawn),2,5,-2,/,-12,2,-10,-0.8
COc1ccc(C2=NN(C(=O)CSc3nnc(-c4ccccc4F)o3)C(c3ccco3)C2)cc1 (stereo not drawn),-13,0,-5,-1,14,-23,10,2.9

From PubChem BioAssay
